High-throughput results as filed in PubChem BioAssay.
KCNK9 inh: KCNK9 potassium channel inhibitors, primary screen, HEK293 cells, thallium flux. Potassium channel subfamily K member 9 (Homo sapiens), Q9NPC2. FluxOR thallium flux fluorescence; hits give low values. B-score at 10 µM. 1.2% of 310,000 active;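 active = ratio B-score over 3 SD below the library mean, with starting fluorescence within 5 SD of its mean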;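 note: negative B-score means less thallium flux so channel inhibition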
RGS4 pot: RGS4 potentiators or activators, primary screen, cell-based, HEK293 M3R inducible RGS4, calcium flux. carbachol calcium flux Fluo4; hits give low values. B-score at 10 µM. 0.92% of 310,000 active. AID 463111, 2010;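 active = B-score of the integrated calcium signal more than 4 SD below the library mean, with starting fluorescence not abnormally high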;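 note: negative B-score means reduced calcium response which marks RGS4 activation or potentiation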
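Reagent: ECmax carbachol challenge; Test system: M3R-expressing HEK293 line, RGS4 induced by doxycycline; Schedule: overnight RGS4 induction, 30 min dye load 37 °C, 20 min compound RT; Detection: calcium dye Fluo4 fluorescence; Read-out: Agonist-evoked peak-minus-minimum fluorescence over baseline, integrated ratio, B score.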
Dyrk1A ADPGlo: rat Dyrk1A kinase inhibitors, primary screen, biochemical, single point, plate reader | 0.43% of 310,000 active | ADP-Glo luminescence, NFATc1 peptide | inhibition, % at 12.5 µM | AID 504441, 2011; in the data active = inhibition above about 50%;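 note: plate controls were vehicle with enzyme for no effect and no enzyme for full effect; many of its hits are not listed in these tables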
GSK3beta inhib: human GSK3beta kinase inhibitors, primary screen, biochemical, cell-free homogeneous, HTS; AID 2097, 2009; 0.038% of 300,000 active; GST-GSK3beta kinase, ADP-Glo luminescence, 60 min; hits give low values; activity score (negative = inhibition), % at 10 µM;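 active = more than half of replicate wells score below -50%, meaning over 50% inhibition versus plate controls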;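 note: 0% = median DMSO wells and -100% = median GW8510 positive control wells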
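Assay system: GST-tagged human GSK3beta kinase, cell-free; Input: 1.6 ng GSK3beta; Medium: Tris/MgCl2 kinase buffer; Timing: 60 min enzyme reaction, room temperature; Signal: ADP-Glo luminescence quantifying ADP generated by kinase; Evaluation: score relative to plate controls; Benchmarks: DMSO neutral wells and GW8510 at 20 µM as positive.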
KCNQ1 pot: potentiators or activators of KCNQ1 channel, primary screen, cell-based, thallium flux, high-throughput; 0.35% of 310,000 active; CHO-K1 KCNQ1, thallium flux FluxOR fluorescence; hits give high values; Potassium voltage-gated channel subfamily KQT member 1 (Homo sapiens), P51787; B-score at 10 µM;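 active = fluorescence ratio B-score, a plate-corrected score, at least three library SD, with initial intensity B-score within 5 SD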
Target sequence (P51787 whole entry, looked up): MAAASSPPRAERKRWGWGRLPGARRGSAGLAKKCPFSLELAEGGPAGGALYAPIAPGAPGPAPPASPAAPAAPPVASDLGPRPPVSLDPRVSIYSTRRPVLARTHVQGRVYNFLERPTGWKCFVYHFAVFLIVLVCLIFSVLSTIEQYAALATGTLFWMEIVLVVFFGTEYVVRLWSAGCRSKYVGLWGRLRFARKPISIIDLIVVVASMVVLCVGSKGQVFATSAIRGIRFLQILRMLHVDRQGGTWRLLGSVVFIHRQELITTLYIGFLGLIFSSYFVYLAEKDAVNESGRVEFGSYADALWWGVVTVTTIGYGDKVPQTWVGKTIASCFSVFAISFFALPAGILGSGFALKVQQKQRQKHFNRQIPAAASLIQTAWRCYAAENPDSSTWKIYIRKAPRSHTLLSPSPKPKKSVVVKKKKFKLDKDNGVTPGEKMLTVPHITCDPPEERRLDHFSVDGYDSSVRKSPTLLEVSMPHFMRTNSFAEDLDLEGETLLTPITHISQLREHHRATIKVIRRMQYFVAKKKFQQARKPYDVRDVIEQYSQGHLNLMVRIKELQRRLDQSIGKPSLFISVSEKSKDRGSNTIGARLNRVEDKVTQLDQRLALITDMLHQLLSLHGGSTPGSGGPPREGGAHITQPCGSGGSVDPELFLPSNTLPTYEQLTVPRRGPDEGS
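Assay system: CHO-K1 cells stably expressing KCNQ1; Medium: assay buffer with matched DMSO; Also added: K+/Tl+ depolarizing stimulus; Dosing: single dose; Timing: dye 90 min, compound 20 min, room temperature; Measured by: kinetic FluxOR thallium fluorescence, 10-s 1-Hz baseline, 110-s post-stimulus read; Read-out: peak-minus-minimum fluorescence over initial fluorescence, negative-control normalized, B-scored.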
PolyA inhibitor: polyadenylation inhibitors in yeast reporter cells, primary screen, luminescence, S. cerevisiae; S. cerevisiae SKY197-pL101 polyadenylation reporter, beta-gal luminescence; efflux-impaired pdr1/pdr3 knockout yeast; score 100 = 6 SD above DMSO; calls only at 12 µM; 0.02% of 300,000 active;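 active = lowest replicate activity score at least 50, where 100 means six control SD above control mean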;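 note: yeast exposed to compound for 9 h at 30 °C; higher score means more reporter readthrough which indicates perturbed polyadenylation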
GSK3 alpha inh: blockers of GSK3A enzyme activity – biochemical, luminescence, cell-free homogeneous, HTS, primary screen; 0.1% of 320,000 active; GSK-3 alpha kinase, ADP-Glo luminescence, 60 min; inhibition, % at 10 µM; Glycogen synthase kinase-3 alpha (Homo sapiens), P49840;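 in the data active = inhibition above about 50%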;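 note: GST-tagged GSK-3 alpha with peptide substrate and 25 µM ATP; 0% = DMSO neutral wells and 100% = GW8510 positive control wells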
HDAC3 inhib: HDAC3 deacetylase inhibitors, primary screen, biochemical, fluorescence, cell-free homogeneous; recombinant HDAC3, fluorogenic peptide/trypsin coupled; 0.15% of 320,000 active; Histone deacetylase 3 (Homo sapiens), O15379; inhibition, % at 8.3 µM; in the data active = inhibition above about 26%, passing the limit was not always enough
KCNQ1 inh: inhibitors of human KCNQ1 channel, primary screen, cell-based, thallium flux, high-throughput; CHO-K1 KCNQ1, FluxOR thallium flux fluorescence; hits give high values; B-score at 10 µM; 1.3% of 310,000 active;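 active = compounds whose thallium flux B-score, printed positive for inhibition, exceeds three library SD while starting fluorescence stays within three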;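 note: channel opened by potassium depolarization with thallium stimulus after 20 min compound exposure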
KCNK3 block: human KCNK3 channel inhibitors, primary screen, CHO cells, FluxOR thallium flux, B-score | FluxOR fluorescence; hits give low values | B-score at 10 µM | AID 602410, 2012 | 0.84% of 340,000 active;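 active = B-score under library mean minus 4 SD, starting fluorescence ratio at most library mean plus 5 SD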;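 note: more negative B-score means stronger inhibition of thallium flux through KCNK3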
Target sequence (O14649 whole entry, looked up): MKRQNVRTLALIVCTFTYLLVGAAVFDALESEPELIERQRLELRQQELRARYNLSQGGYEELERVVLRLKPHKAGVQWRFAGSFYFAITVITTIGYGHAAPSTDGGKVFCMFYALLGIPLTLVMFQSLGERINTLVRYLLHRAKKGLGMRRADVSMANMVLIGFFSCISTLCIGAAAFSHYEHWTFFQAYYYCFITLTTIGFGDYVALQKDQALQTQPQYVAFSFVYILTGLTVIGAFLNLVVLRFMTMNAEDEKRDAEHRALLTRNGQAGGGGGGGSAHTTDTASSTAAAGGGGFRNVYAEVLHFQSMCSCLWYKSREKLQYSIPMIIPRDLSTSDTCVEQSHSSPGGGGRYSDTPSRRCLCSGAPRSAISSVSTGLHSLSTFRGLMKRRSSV
hERG protect: hERG rescue from dofetilide block, primary screen, cell-based, CHO-hERG, FluxOR thallium flux, dofetilide IC70 | dofetilide IC70 present | AID 1511, 2009 | 0.51% of 310,000 active | Voltage-gated inwardly rectifying potassium channel KCNH2 (Homo sapiens), Q12809 | activation (rescue from dofetilide block), less the hit threshold, % at 10 µM;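 active = activation above the mean of controls blocked by dofetilide plus 5 SD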;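 note: thallium influx through hERG after potassium depolarization seen as dye fluorescence rise; in these data hits start at about 4.7%; inactives centre near -7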
Starred values were filed as active, the others as inactive.

CCS(=O)(=O)c1ccc(C(=O)NC)c(Cl)c1Cl was read as KCNK9 inh inactive, RGS4 pot inactive, Dyrk1A ADPGlo 4.9, GSK3beta inhib 3.2, KCNQ1 pot inactive, PolyA inhibitor inactive, GSK3 alpha inh -2.8, HDAC3 inhib -1.0, KCNQ1 inh inactive, KCNK3 block inactive and hERG protect -8.3.
COC(=O)c1cc(-c2ccc(OC)c(OC)c2)n[nH]1 was read as KCNK9 inh inactive, RGS4 pot inactive, Dyrk1A ADPGlo 1.6, GSK3beta inhib -1.3, KCNQ1 pot inactive, PolyA inhibitor inactive, GSK3 alpha inh 5.1, HDAC3 inhib 5.8, KCNQ1 inh inactive, KCNK3 block inactive and hERG protect -3.8.
CCO/C(C)=C1\C(=O)Nc2ccccc21 was read as KCNK9 inh inactive, RGS4 pot inactive, Dyrk1A ADPGlo 9.8, GSK3beta inhib -0.3, KCNQ1 pot inactive, PolyA inhibitor inactive, GSK3 alpha inh 0.0, HDAC3 inhib 0.4, KCNQ1 inh inactive, KCNK3 block inactive and hERG protect -0.1.
For COC(=O)c1cc2ccccc2c(=O)s1 the results were KCNK9 inh inactive, RGS4 pot inactive, Dyrk1A ADPGlo 9.2, GSK3beta inhib 1.3, KCNQ1 pot inactive, PolyA inhibitor inactive, GSK3 alpha inh 0.6, HDAC3 inhib 3.4, KCNQ1 inh inactive, KCNK3 block inactive and hERG protect -7.1.
For CN(C)CCCN(C(=O)c1cc2ccccc2oc1=O)c1nc2c(F)cccc2s1 the results were KCNK9 inh inactive, RGS4 pot inactive, Dyrk1A ADPGlo 2.4, GSK3beta inhib 3.0, KCNQ1 pot inactive, PolyA inhibitor inactive, GSK3 alpha inh -0.8, HDAC3 inhib -1.8, KCNQ1 inh inactive, KCNK3 block inactive and hERG protect -9.3.
Screening COc1cc(Cl)cc(C=O)c1OCC(=O)O returned KCNK9 inh inactive, RGS4 pot inactive, Dyrk1A ADPGlo -4.5, GSK3beta inhib -0.5, KCNQ1 pot inactive, PolyA inhibitor inactive, GSK3 alpha inh 4.6, HDAC3 inhib 2.3, KCNQ1 inh inactive, KCNK3 block inactive and hERG protect -0.9.
Cc1cccc(C)c1NC(=O)Cn1c(=O)n(CCCC(=O)NC2CCN(Cc3ccccc3)CC2)c(=O)c2ccccc21 was read as KCNK9 inh inactive, RGS4 pot inactive, Dyrk1A ADPGlo 0.9, GSK3beta inhib 2.4, KCNQ1 pot inactive, PolyA inhibitor inactive, GSK3 alpha inh -2.7, HDAC3 inhib -0.7, KCNQ1 inh inactive, KCNK3 block inactive and hERG protect -6.4.
COc1ccc(/C=N\NC(=O)c2ccc([N+](=O)[O-])c(C)c2)cc1COc1ccccc1C(N)=O was read as KCNK9 inh inactive, RGS4 pot inactive, Dyrk1A ADPGlo 3.1, GSK3beta inhib 0.0, KCNQ1 pot inactive, PolyA inhibitor inactive, GSK3 alpha inh 2.6, KCNQ1 inh inactive, KCNK3 block inactive and hERG protect -12.8.
For C#CCNC(=O)c1ccc(OCc2ccccc2)cc1Cl the results were KCNK9 inh inactive, RGS4 pot inactive, Dyrk1A ADPGlo 1.3, GSK3beta inhib -2.3, KCNQ1 pot inactive, PolyA inhibitor inactive, GSK3 alpha inh 1.6, HDAC3 inhib -1.5, KCNQ1 inh inactive, KCNK3 block inactive and hERG protect -5.0.
`O=C(c1ccccc1C(=O)N1CCN(c2ccc(F)cc2)CC1)N1CCN(c2ccc(F)cc2)CC1` gave KCNK9 inh inactive, RGS4 pot inactive, Dyrk1A ADPGlo 2.6, GSK3beta inhib -0.8, KCNQ1 pot inactive, PolyA inhibitor inactive, GSK3 alpha inh -0.9, HDAC3 inhib 2.2, KCNQ1 inh inactive, KCNK3 block inactive and hERG protect -17.5.
O=C(O)C1C2CCC(O2)C1C(=O)Nc1ccc(Cl)cc1F (stereo unspecified) was read as KCNK9 inh inactive, RGS4 pot inactive, Dyrk1A ADPGlo -9.5, GSK3beta inhib 3.3, KCNQ1 pot inactive, PolyA inhibitor inactive, GSK3 alpha inh -0.9, HDAC3 inhib 1.2, KCNQ1 inh inactive, KCNK3 block inactive and hERG protect -11.1.
`NS(=O)(=O)c1ccc(Nc2ccccc2)c([N+](=O)[O-])c1` gave KCNK9 inh inactive, RGS4 pot inactive, Dyrk1A ADPGlo 6.3, GSK3beta inhib 0.9, KCNQ1 pot inactive, PolyA inhibitor inactive, GSK3 alpha inh -0.4, HDAC3 inhib -3.6, KCNQ1 inh inactive, KCNK3 block inactive and hERG protect -0.6.
`O=C(CN1C(=O)NC2(CCCC2)C1=O)Nc1ccc(C(F)(F)F)cc1` gave KCNK9 inh inactive, RGS4 pot inactive, Dyrk1A ADPGlo -2.0, GSK3beta inhib -0.5, KCNQ1 pot inactive, PolyA inhibitor inactive, GSK3 alpha inh -2.0, HDAC3 inhib -0.4, KCNQ1 inh inactive, KCNK3 block inactive and hERG protect -9.1.
For CC(C)CC(=O)Nc1ccc2oc(-c3ccncc3)nc2c1 the results were KCNK9 inh inactive, RGS4 pot inactive, Dyrk1A ADPGlo 8.9, GSK3beta inhib 2.7, KCNQ1 pot inactive, PolyA inhibitor inactive, GSK3 alpha inh 2.3, HDAC3 inhib -5.8, KCNQ1 inh inactive, KCNK3 block inactive and hERG protect -8.5.
For Fc1ccccc1Sc1ccccc1CNC1=NCCN1 the results were KCNK9 inh inactive, RGS4 pot inactive, Dyrk1A ADPGlo 5.5, GSK3beta inhib 2.0, KCNQ1 pot inactive, PolyA inhibitor inactive, GSK3 alpha inh 1.5, HDAC3 inhib -2.0, KCNQ1 inh inactive, KCNK3 block inactive and hERG protect -11.4.
Cc1noc(C)c1CCC(=O)N1CCCC(CCC(=O)NCc2ccccc2F)C1 (stereo unspecified) was read as KCNK9 inh inactive, RGS4 pot inactive, GSK3beta inhib 1.3, KCNQ1 pot inactive, PolyA inhibitor inactive, GSK3 alpha inh -1.1, HDAC3 inhib -4.5, KCNQ1 inh inactive and hERG protect -5.3.
`CN(C(=O)CSC1=NC2C(N=N1)c1cc(Br)ccc1N2C)C1CCCCC1` (stereo unspecified) gave KCNK9 inh inactive, RGS4 pot inactive, Dyrk1A ADPGlo 17.9, GSK3beta inhib 2.2, KCNQ1 pot inactive, PolyA inhibitor inactive, GSK3 alpha inh 0.5, HDAC3 inhib -1.3, KCNQ1 inh inactive, KCNK3 block inactive and hERG protect -4.2.
Screening CC(C)(C)c1ccc(NC(=O)N2CCCN(c3c(Cl)cncc3Cl)CC2)cc1 returned KCNK9 inh inactive, RGS4 pot inactive, GSK3beta inhib -4.6, KCNQ1 pot inactive, PolyA inhibitor inactive, GSK3 alpha inh -3.2, KCNQ1 inh inactive, KCNK3 block inactive and hERG protect -8.0.
O=C(OCC(=O)N1CCN(C(=O)c2ccco2)CC1)c1ccccc1C(=O)c1ccccc1 was read as KCNK9 inh inactive, RGS4 pot inactive, Dyrk1A ADPGlo 15.0, GSK3beta inhib 2.6, KCNQ1 pot inactive, PolyA inhibitor inactive, GSK3 alpha inh -1.7, HDAC3 inhib -3.7, KCNQ1 inh inactive, KCNK3 block inactive and hERG protect -10.2.
N/C(=N\OC(=O)c1ccc(Cl)c(Cl)c1)c1ccccn1 was read as KCNK9 inh inactive, RGS4 pot inactive, Dyrk1A ADPGlo -1.6, GSK3beta inhib -4.2, KCNQ1 pot inactive, PolyA inhibitor inactive, GSK3 alpha inh 2.6, HDAC3 inhib -3.5, KCNQ1 inh inactive, KCNK3 block inactive and hERG protect -12.9.
Screening Cc1cccc(NC(=O)C2CCCN(S(=O)(=O)c3ccc4[nH]c(=O)ccc4c3)C2)c1 (stereo unspecified) returned KCNK9 inh inactive, RGS4 pot inactive, Dyrk1A ADPGlo 7.4, GSK3beta inhib -3.2, KCNQ1 pot inactive, PolyA inhibitor inactive, GSK3 alpha inh -3.2, HDAC3 inhib -1.7, KCNQ1 inh inactive, KCNK3 block inactive and hERG protect -6.3.
For Cc1ccc(S(=O)(=O)Nc2ccc(S(=O)(=O)NC(C)(C)C)cc2)cc1 the results were KCNK9 inh inactive, RGS4 pot inactive, Dyrk1A ADPGlo 1.2, GSK3beta inhib 0.8, KCNQ1 pot inactive, PolyA inhibitor inactive, GSK3 alpha inh -4.7, HDAC3 inhib 3.1, KCNQ1 inh inactive, KCNK3 block inactive and hERG protect -8.0.
`CC(C(=O)Nc1cc([N+](=O)[O-])ccc1Cl)N1CCN(c2ccccc2)CC1` (stereo unspecified) gave KCNK9 inh inactive, RGS4 pot inactive, Dyrk1A ADPGlo -7.0, GSK3beta inhib 0.7, KCNQ1 pot inactive, PolyA inhibitor inactive, GSK3 alpha inh 1.8, HDAC3 inhib -6.7, KCNQ1 inh inactive, KCNK3 block inactive and hERG protect -12.9.
For CS(=O)(=O)N(Cc1ccccc1)c1ccc(C(=O)NCc2ccccc2)cc1 the results were KCNK9 inh inactive, RGS4 pot inactive, Dyrk1A ADPGlo -3.4, GSK3beta inhib 2.0, KCNQ1 pot inactive, PolyA inhibitor inactive, GSK3 alpha inh -2.1, HDAC3 inhib -1.9, KCNQ1 inh inactive, KCNK3 block inactive and hERG protect -3.5.
CCOC(=O)CSc1ncc(OC)c(=O)[nH]1 was read as KCNK9 inh inactive, RGS4 pot inactive, Dyrk1A ADPGlo -4.2, GSK3beta inhib 6.8, KCNQ1 pot inactive, PolyA inhibitor inactive, GSK3 alpha inh -8.7, HDAC3 inhib 0.9, KCNQ1 inh inactive, KCNK3 block inactive and hERG protect -6.5.
Screening COc1cccc(OC)c1C(=O)Nc1ccnn1C returned KCNK9 inh inactive, RGS4 pot inactive, Dyrk1A ADPGlo -3.8, GSK3beta inhib 1.9, KCNQ1 pot inactive, PolyA inhibitor inactive, GSK3 alpha inh -0.5, HDAC3 inhib 0.1, KCNQ1 inh inactive, KCNK3 block inactive and hERG protect -1.6.

Only part of the results is shown; count on the stated rates, not on these rows.
